# Screens as filed in PubChem BioAssay.
# AddAB inh – less growth of phage-infected E. coli with AddAB; E. coli expressing H. pylori AddAB, absorbance growth; 330,000 compounds, 0.29% hits; inhibition, % at 11.9 µM; in the data active = inhibition above about 12%;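 also: 0% = vehicle wells of infected cells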
# MOR-DOR ag – agonists of human mu-delta opioid receptor heterodimerization; P35372+P41143; activation, % at 9.3 µM; cells, OPRM1-OPRD1 heterodimerization, luminescence; 340,000 compounds, 0.3% hits; in the data active = activation above about 18%;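 also: 0% = vehicle-treated cells and 100% = reference agonist; values of inactives mirror those of a sister screen read the other way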
# Target sequence (P35372 whole entry, looked up): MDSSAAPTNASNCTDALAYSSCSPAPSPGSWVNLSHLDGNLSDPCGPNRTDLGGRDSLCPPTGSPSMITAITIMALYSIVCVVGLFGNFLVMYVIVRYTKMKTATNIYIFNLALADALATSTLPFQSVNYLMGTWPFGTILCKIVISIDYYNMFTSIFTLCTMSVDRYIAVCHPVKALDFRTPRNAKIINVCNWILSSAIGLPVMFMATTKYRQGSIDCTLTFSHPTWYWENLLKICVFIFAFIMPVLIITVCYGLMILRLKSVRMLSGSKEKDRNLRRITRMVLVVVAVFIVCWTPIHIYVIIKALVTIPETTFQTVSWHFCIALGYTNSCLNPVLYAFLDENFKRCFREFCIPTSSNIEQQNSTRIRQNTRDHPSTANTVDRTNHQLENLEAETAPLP
# Target sequence (P41143 whole entry, looked up): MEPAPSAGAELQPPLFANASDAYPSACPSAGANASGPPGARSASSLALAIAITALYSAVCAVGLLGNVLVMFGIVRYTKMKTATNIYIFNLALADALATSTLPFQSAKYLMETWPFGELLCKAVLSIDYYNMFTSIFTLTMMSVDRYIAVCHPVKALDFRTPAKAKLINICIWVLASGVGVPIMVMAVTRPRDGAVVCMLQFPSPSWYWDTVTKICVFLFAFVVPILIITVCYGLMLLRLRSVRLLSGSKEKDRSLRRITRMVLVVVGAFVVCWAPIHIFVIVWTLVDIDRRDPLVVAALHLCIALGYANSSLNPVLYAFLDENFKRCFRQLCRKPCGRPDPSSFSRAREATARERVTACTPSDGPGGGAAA
# Tat transport – E. coli Tat transport inhibition | E. coli MC4100 TorA-mCherry Tat export, fluorescence | inhibition, % at 10 µM | 340,000 compounds, 0.036% hits | AID 488895;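 active = mean replicate inhibition at least 50% and at least half of replicates individually reaching 50%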;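 also: exported cargo escapes ClpAP degradation while cytoplasmic cargo is degraded and loses fluorescence; 0% = median of neutral control wells and 100% = median of NaSCN control wells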
# E coli growth – bacterial growth inhibition, counter-screen for AddAB inhibitors. 330,000 compounds, 0.27% hits. inhibition, % at 11.9 µM. E. coli V3065 growth, OD600 absorbance, 18 h. AID 449728;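 active = inhibition above the campaign's mean inhibition across all tested compounds plus 3 SD, cut at about 9.9% in these data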;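 also: uninfected addAB+ strain grown without phage in ampicillin broth; 0% = DMSO wells and 100% = ciprofloxacin 0.95 µg/ml wells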
# PfHsp90 set2 – growth inhibition of yeast expressing Plasmodium Hsp90; 310,000 compounds, 0.32% hits; S. cerevisiae expressing PfHsp90, BacTiter-Glo ATP, 48 h; yeast lacking PDR1 and PDR3 efflux regulators; AID 504621; inhibition, % at 9.4 µM;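 active = every replicate shows inhibition above about 80%, whatever the replicate mean, limit read from the data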;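 also: 0% = DMSO neutral controls and 100% = 20 µM radicicol positive controls; yeast relying on Plasmodium falciparum Hsp90 in place of its own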
# phage Ecoli inh – E. coli growth loss with phage present; AID 651602; 360,000 compounds, 0.26% hits; inhibition, % at 11.9 µM; growth absorbance; in the data active = inhibition above about 11%
# HTR5A inv ag – inverse agonist of human HTR5A in OPRM1-OPRD1 counter-screen. AID 504634. HTR5A cell line, luminescence, inverse agonism. inhibition, % at 9.3 µM. 340,000 compounds, 0.083% hits; in the data active = inhibition mostly above about 23%, no sharp cut-off; inactive = mostly below about 18%;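 also: 0% = cells with DMSO and 100% = no-cell wells with DMSO; some compounds called inactive have numbers as strong as hits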
# PKA-R1A activ – activators of PKA-R1A complex. PKA-R1A dissociation, Cy5-IP20 fluorescence polarization; scaled: DMSO 0%, 113 µM cGMP 100%. AID 504707. activation, % at 11.4 µM. 340,000 compounds, 0.083% hits;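 active = percent activation above the mean of all tested compounds plus 3 SD, cut at about 19% in these data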;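 also: higher means more PKAc released from R1A so a rise in polarization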
# PKA-R2B act – PKA-R2B complex activation; PKA-R2B holoenzyme dissociation, Cy5-IP20 fluorescence polarization; R2B truncated from residue 108, S112A mutant; 0% DMSO only, 100% 113 µM cGMP; P22694+P31323; 340,000 compounds, 0.079% hits; activation, % at 11.4 µM;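 active = activation above a cutoff set at the mean over all compounds plus 3 SD, cut at about 18% in these data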;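 also: higher means more holoenzyme dissociation and a rise in polarization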
# OPRM1-OPRD1 inv – inverse agonists of human mu-delta opioid receptor heterodimerization; 340,000 compounds, 0.21% hits; P35372+P41143; AID 504357; inhibition, % at 9.3 µM; cell-based MOR-DOR heterodimer luminescence, inverse agonism; in the data active = inhibition above about 22%, passing the limit was not always enough;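 also: 0% = cells with DMSO and 100% = wells without cells with DMSO; values of inactives mirror those of a sister screen read the other way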
# Mot1-301 SUMO – inhibitors of SUMOylation pathway: yeast Mot1-301 growth rescue; S. cerevisiae Mot1-301 growth rescue, ATP luminescence, 38.5C; percent above DMSO median, 100 means doubled; growth rescue, % at 18.8 µM; 320,000 compounds, 1% hits; AID 2716;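 active = every valid replicate shows activation above 250% relative to neutral control wells; inactive = the rest, any valid replicate at or below 250%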;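 also: OY570 slx delta 5 strain wells were the positive control but not used for scaling; some compounds called inactive have numbers as strong as hits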
# Numbers without * were called inactive; x = no result given; + = active, no number.
SMILES,AddAB inh,MOR-DOR ag,Tat transport,E coli growth,PfHsp90 set2,phage Ecoli inh,HTR5A inv ag,PKA-R1A activ,PKA-R2B act,OPRM1-OPRD1 inv,Mot1-301 SUMO
CC(C)Cc1cc(CNC(=O)C2CCC(=O)N(Cc3cccc(C(F)(F)F)c3)C2)on1 (stereo not drawn),0.2,-0.9,6,0.8,-3,1.0,-4,7,2,5,-9
Cc1cc(NC(=O)C2CC(c3ccccc3Cl)=NO2)no1 (stereo not drawn),0.5,-0.3,-11,-1.9,-3,1.9,-2,7,8,2,-17
Cc1ccc(-n2c(CSc3nc(C)cc(C)n3)nnc2SCC(=O)Nc2nccs2)cc1,1.2,1.4,1,-1.8,-3,-1.4,11,2,4,-7,301
O=C(c1cc2ccccc2o1)N1CCCC1,0.1,-2.3,1,0.5,0,0.5,-14,-13,0,12,+
Cc1ccc(C)c(N(C(=O)c2snc(C(N)=O)c2N)C(C(=O)NCC2CCCO2)c2cccs2)c1 (stereo not drawn),1.7,-1.7,1,-2.0,1,0.8,7,-14,-14,9,60
C=CCn1c(CCc2ccccc2)nnc1SCC(N)=O,-0.2,0.6,-2,1.0,6,1.3,-11,2,-6,-3,-4
CCCNC(=O)COc1coc(CN2CCN(c3cccc(Cl)c3)CC2)cc1=O,2.3,-3.0,9,0.0,-12,2.8,20,-6,-5,16,10
Cn1c(=O)c2c(O)cc(=O)n(-c3ccccc3)c2n(C)c1=O,1.2,-2.7,-3,-0.4,-119,0.2,-11,-10,-2,15,0
Cc1cc2ncn(C(=O)c3ccc4c(c3)OCO4)c2cc1C,3.7,-2.9,-6,0.5,6,3.6,-10,-12,-10,13,-22
CN1CCN(C(=O)CCn2nc(-c3ccccc3)c3ccccc3c2=O)CC1,-0.3,-3.0,-4,0.2,-19,0.9,-1,-2,11,17,7
CCN1C(=O)N[C@@H](c2ccco2)C(C(=O)OC)=C1C,3.0,0.7,-6,-0.2,18,1.6,-2,-4,-1,-3,117
COc1cccc(CN2CC(C(=O)N(C)Cc3[nH]c4ccccc4c3C)CCC2=O)c1 (stereo not drawn),1.7,-1.4,-5,-1.1,-1,1.0,-8,-7,-1,7,6
COC(=O)c1sc(NC(=O)CSc2nc3cccnc3n2C2CCCCC2)nc1C,1.5,0.4,3,1.4,-47,2.4,-19,3,9,-2,x
O=C(NC1CC2CCCC(C1)N2C(=O)Nc1ccc(F)cc1)c1ccccc1 (stereo not drawn),3.2,-2.1,-6,1.6,5,2.3,-10,3,-9,11,56
CC1(C)CC(=O)C=C(C(=O)N2CCCC(C(=O)c3cccc(C(F)(F)F)c3)C2)O1 (stereo not drawn),2.0,2.9,1,1.8,3,1.3,-10,14,-1,-9,32
O=C(CSc1nnnn1C1CCCCC1)Nc1ccc2c(c1)OCO2,3.0,-0.8,-6,3.7,14,2.5,0,2,0,5,20
CCCCCCCNC(=O)C1(CC2CC(c3ccc(Cl)cc3)=NO2)CCN(C(=O)C2(C)CC2)CC1 (stereo not drawn),0.3,-0.5,14,-0.3,-22,x,-15,-7,-12,3,22
COc1c(C=O)c(CCN(C)C(=O)c2ccc(F)cc2)cc2c1OCO2,0.7,-1.9,-4,-2.0,7,2.5,-6,10,3,10,-8
Cc1ccc(S(=O)(=O)N2CCOCC2)cc1C(=O)NC1CCCCC1,2.7,7.0,-4,-1.0,-8,-0.9,-31,-7,-2,-39,-7
COc1ccc(-c2nc(SC(C)C(=O)c3c(N)n(C)c(=O)n(C)c3=O)n[nH]2)cc1 (stereo not drawn),1.7,0.9,-8,0.9,x,1.2,0,4,1,-4,2
Cc1ccc(C)n1-c1ccc(C(=O)NCC2CCCO2)cc1 (stereo not drawn),2.1,0.4,5,1.2,4,-0.2,-4,-2,-9,-2,-14
COc1cc(C(=O)N2CCN(c3ccccc3Cl)CC2)ccc1OCC(=O)N1CCOCC1,3.5,-2.6,-1,-0.3,-2,-0.6,11,-3,-3,11,6
CCCn1c(SCC(=O)Nc2cc(S(=O)(=O)N3CCCCC3)ccc2C)n[nH]c1=O,0.1,-4.2,5,1.6,8,2.4,1,2,-6,18,x
Cc1sc(N/N=C/c2cccnc2)nc1-c1ccccc1,2.9,6.2,-7,-0.4,13,5.1,-24,2,-7,-39,19
Cc1ccc(-c2cn(-c3ccccc3)c(SCC(=O)NC3CCS(=O)(=O)C3)n2)cc1C (stereo not drawn),3.3,-1.3,5,-0.7,14,4.5,-22,-8,2,6,-9
O=C1CCC(CCc2nc3ccccc3[nH]2)(c2ccccc2)C(=O)N1 (stereo not drawn),x,-0.2,-8,x,-25,1.5,10,4,-6,1,x
Fc1ccc(-n2c(Cc3cccs3)n[nH]c2=S)cc1Cl,0.3,-0.1,-1,-0.1,-14,-0.2,-8,1,-2,1,76
CCOc1ccc(NC(=O)CSc2nc3ccccc3c(=O)n2Cc2cccs2)cc1,1.2,-3.3,-3,0.4,-5,3.7,-10,-6,-9,18,-31
Cc1ccnc(NS(=O)(=O)c2ccc(NC(=O)c3ccc(Br)o3)cc2)n1,-0.2,-1.6,5,0.8,16,2.8,3,3,4,8,263
CCC(C(=O)NCc1ccco1)n1nc(-c2ccc(OC)cc2)ccc1=O (stereo not drawn),-2.7,-1.4,3,-2.9,3,2.1,-16,4,-18,8,-19
CC(=O)c1cccc(NC(=O)CN2C(=O)COc3ccc(Cl)cc32)c1,-0.7,-0.8,-15,-1.6,15,3.1,-23,-4,-10,5,-10
CC(C)(C)c1ccc(-c2cc(N)n[nH]2)cc1,-1.8,1.6,-12,-0.3,-1,0.4,-23,-3,8,-10,4
CCOP(=O)(OCC)C(C)(C)NC(=O)c1cc([N+](=O)[O-])cc([N+](=O)[O-])c1,-0.3,1.8,7,-0.3,11,1.1,7,-4,1,-9,-2
CCC(=O)OCC(=O)N=c1sccn1Cc1ccccc1Cl,-0.3,-0.6,-3,-1.1,3,-0.1,10,9,-2,3,-37
CSCCC(NC(=O)c1ccc(Cl)cc1Cl)C(=O)N1CCCCCCC1 (stereo not drawn),x,0.3,-26,x,18,-0.6,18,6,-12,-2,x
CCCOC(=O)C1=C(C)N(C)C(=O)NC1c1cc2c(cc1[N+](=O)[O-])OCO2 (stereo not drawn),3.5,-1.1,-3,2.5,0,4.5,-7,-6,3,5,354

# Four entries already listed, ordered by length of the SMILES, ascending:
SMILES,AddAB inh,MOR-DOR ag,Tat transport,E coli growth,PfHsp90 set2,phage Ecoli inh,HTR5A inv ag,PKA-R1A activ,PKA-R2B act,OPRM1-OPRD1 inv,Mot1-301 SUMO
Fc1ccc(-n2c(Cc3cccs3)n[nH]c2=S)cc1Cl,0.3,-0.1,-1,-0.1,-14,-0.2,-8,1,-2,1,76
CCC(C(=O)NCc1ccco1)n1nc(-c2ccc(OC)cc2)ccc1=O (stereo not drawn),-2.7,-1.4,3,-2.9,3,2.1,-16,4,-18,8,-19
CC(=O)c1cccc(NC(=O)CN2C(=O)COc3ccc(Cl)cc32)c1,-0.7,-0.8,-15,-1.6,15,3.1,-23,-4,-10,5,-10
CCOc1ccc(NC(=O)CSc2nc3ccccc3c(=O)n2Cc2cccs2)cc1,1.2,-3.3,-3,0.4,-5,3.7,-10,-6,-9,18,-31

# Carrying on.
SMILES,AddAB inh,MOR-DOR ag,Tat transport,E coli growth,PfHsp90 set2,phage Ecoli inh,HTR5A inv ag,PKA-R1A activ,PKA-R2B act,OPRM1-OPRD1 inv,Mot1-301 SUMO
N#Cc1nc(-c2ccco2)oc1N1CCC(Cc2ccccc2)CC1,4.5,-1.1,8,-0.3,8,2.0,-10,6,-4,6,-12
C1CSC2(N1)C1CC3CC(C1)CC2C3 (stereo not drawn),3.7,-0.1,-7,1.4,9,1.3,5,-7,3,0,1
O=C(CN1C(=O)CSc2ccccc21)N/N=C/c1ccco1,-2.3,-0.5,-3,1.2,5,1.9,-3,13,-2,2,-5
O=C(Nc1cc(C(F)(F)F)ccc1N1CCCC1)C1=COCCO1,1.0,0.6,-3,1.3,12,4.9,-3,-4,-4,-4,14
CCC(C(=O)NCCc1ccc(C)cc1)n1nc(C)c2c(C)n(-c3ccccc3)nc2c1=O (stereo not drawn),3.1,-0.6,-1,-2.6,-9,0.5,6,0,4,3,-5
C/C(=N\NC(=O)c1ccccc1)c1nc2ccccc2n1C,-4.7,-1.2,-13,-6.1,0,3.7,-9,-1,-11,9,-12
CC(C)CCNC(=O)CCC(=O)NNc1nc2ccccc2c2nc(-c3ccccc3)nn12,4.8,-1.9,7,1.3,-4,1.5,31,4,4,10,16
Clc1ccc(OCc2nnc(SCc3nc4ccccc4[nH]3)n2Cc2ccco2)cc1,4.3,-0.2,10,2.1,x,3.9,-6,3,-5,1,11
CCOc1ccc(C2/C(=C(/O)c3ccc(OC)cc3)C(=O)C(=O)N2c2cc(C)on2)cc1OC (stereo not drawn),0.6,-0.9,6,-0.6,9,0.0,8,-6,-15,5,x
Fc1ccc(C2CC(c3ccccc3)n3ncnc3N2)cc1 (stereo not drawn),-0.9,-3.8,0,0.0,8,1.5,2,-5,-4,16,-11
COc1ccc(-n2c(SCC(=O)N3CCOCC3)nc(O)c(Cc3ccccc3)c2=O)cc1,0.7,-0.7,4,0.6,17,2.4,-12,-7,-18,4,123
CC(=O)c1c(COC(=O)c2ccccc2Cl)nc2ccccc2[n+]1[O-],0.9,-0.4,8,-1.7,-34,1.3,3,-8,4,2,10

# One compound at a time, as listed above.
# `N#Cc1nc(-c2ccco2)oc1N1CCC(Cc2ccccc2)CC1` is listed with AddAB inh: 4.5; MOR-DOR ag: -1.1; Tat transport: 8; E coli growth: -0.3; PfHsp90 set2: 8; phage Ecoli inh: 2.0; HTR5A inv ag: -10; PKA-R1A activ: 6; PKA-R2B act: -4; OPRM1-OPRD1 inv: 6; Mot1-301 SUMO: -12
# `CCC(C(=O)NCCc1ccc(C)cc1)n1nc(C)c2c(C)n(-c3ccccc3)nc2c1=O` (stereo not drawn) is listed with AddAB inh: 3.1; MOR-DOR ag: -0.6; Tat transport: -1; E coli growth: -2.6; PfHsp90 set2: -9; phage Ecoli inh: 0.5; HTR5A inv ag: 6; PKA-R1A activ: 0; PKA-R2B act: 4; OPRM1-OPRD1 inv: 3; Mot1-301 SUMO: -5

# (continued)
SMILES,AddAB inh,MOR-DOR ag,Tat transport,E coli growth,PfHsp90 set2,phage Ecoli inh,HTR5A inv ag,PKA-R1A activ,PKA-R2B act,OPRM1-OPRD1 inv,Mot1-301 SUMO
Nc1nonc1C(=O)NCCNCc1ccccc1OCc1ccc(F)cc1,1.6,1.9,-10,-1.4,-11,1.4,24,10,3,-11,84
N#Cc1sc2nc(-c3ccccc3)cc(C(F)(F)F)c2c1N,x,-1.4,3,x,-11,5.3,17,4,9,7,x
Cn1c(=O)c(Cc2ccccc2)c(O)c2ccccc21,3.0,-0.9,1,1.0,-20,4.4,-11,-6,7,5,13
O=C(O)CN1C(=O)/C(=C\c2cn(-c3ccccc3)nc2-c2ccccc2)SC1=S,0.5,-1.8,2,2.5,-2,x,14,-16,-3,10,-8
